PGE2 EP2 inh: EP2 receptor (human) inhibition; P43116; C6 glioma cells expressing human EP2, cAMP TR-FRET; cells stimulated with saturating PGE2; inhibition, % at 25 µM; 0.52% of 260,000 active;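 active = percent inhibition above 40 after rounding to a whole number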;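 note: rat C6 glioma host cells with rolipram phosphodiesterase inhibitor present; the protocol text gives 20 µM as final concentration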
Target sequence (P43116 whole entry, looked up): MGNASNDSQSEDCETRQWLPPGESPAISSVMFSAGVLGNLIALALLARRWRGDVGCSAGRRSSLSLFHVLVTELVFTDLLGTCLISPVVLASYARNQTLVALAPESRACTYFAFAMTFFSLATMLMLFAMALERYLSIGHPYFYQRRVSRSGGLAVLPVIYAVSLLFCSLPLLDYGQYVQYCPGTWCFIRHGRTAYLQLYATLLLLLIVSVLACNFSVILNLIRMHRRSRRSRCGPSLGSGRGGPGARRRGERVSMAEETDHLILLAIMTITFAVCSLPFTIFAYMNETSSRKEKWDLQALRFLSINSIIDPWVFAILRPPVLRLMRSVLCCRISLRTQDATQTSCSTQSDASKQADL
Numbers without * were called inactive.

SMILES	PGE2 EP2 inh
CC(C)=CC(=O)Nc1nnc(-c2cccs2)s1	10
Cc1cccc(N(CC(=O)NCc2cccnc2)S(C)(=O)=O)c1C	2
CCCc1nnc(NC(=O)CCCOc2ccc(C)cc2)s1	7
CC1CCCCN1c1nc2c(c(=O)[nH]c(=O)n2C)n1Cc1ccccc1 (stereo unspecified)	18
O=C(NCCO)/C(=C\c1cccc(Br)c1)NC(=O)c1ccco1	10
COCCNC(=O)c1c(NC(=O)COc2cccc(C)c2C)sc2c1CCCC2	7
Cc1ccc(N=Nc2c(O)c(S(=O)(=O)O)cc3cc(S(=O)(=O)O)ccc23)c(C)c1	42*
Cc1ccccc1NC(=S)NC(=O)/C=C/c1cccs1	17
CCC(CC)C(=O)Nc1ccc(NC(=O)c2ccco2)cc1	5
OCC1OC(n2cnc3c(NC4CCCC4)ncnc32)C(O)C1O (stereo unspecified)	17
COc1cc(O)c2c(=O)c(O)c(-c3ccc(O)c(O)c3)oc2c1	10
CCc1c(O)nc(SCC(=O)Nc2ccc(C(C)C)cc2)[nH]c1=O	9
Cc1cc(C)c(S(=O)(=O)N(CC(=O)NCc2ccccn2)C2CCCCC2)c(C)c1	10
CCC(C)(C)n1nnnc1C(C(C)C)N(Cc1cccs1)Cc1cc2cc(OC)ccc2[nH]c1=O (stereo unspecified)	4
CCC(Sc1nnc(-c2ccncc2)n1C)C(=O)Nc1ccc(Br)cc1 (stereo unspecified)	15
Cc1cc(-c2cc(N)c(=O)n(CC(=O)NC3CCC(C)CC3)n2)c(C)o1 (stereo unspecified)	7
C=C(C)Cc1c(C)[nH]c(=S)[nH]c1=O	11
COc1ccccc1-n1c(SCC(=O)Nc2ccc(C)cc2C)nnc1-c1ccncc1	10
CC1=C(C(=O)Nc2ccc(Br)cc2)C(c2ccccc2O)NC(=S)N1 (stereo unspecified)	14
Nc1ccc(S(=O)(=O)NCCS(=O)(=O)O)cc1	12
COCCNC(=O)c1cn(C[C@H]2CCCN(C(=O)c3conc3C)C2)nn1	5
FC(F)(F)c1ccc(-c2noc(CN3CCCCC3CCN3CCOCC3)n2)cc1 (stereo unspecified)	7
COc1cc(NCCC(=O)O)c2ncccc2c1	13
CC(=O)Nc1ccc(NC(=O)c2cccc(Cl)c2)nc1	5
COCC(=O)N(CCc1ccccc1)Cc1cc2cccc(C)c2n2nnnc12	8
O=C(O)C[C@H]1c2ccccc2S(=O)(=O)N1C1CCCC1	14
CC(C)(C)c1ncc(C(=O)Nc2cccc(-c3csnn3)c2)cn1	35
CN(Cc1nnc(-c2ccccc2)o1)S(=O)(=O)c1ccc2c(c1)NC(=O)CO2	7
CC1CCN(S(=O)(=O)c2ccc(S(=O)(=O)NC3CCCC3)cc2)CC1	10
COc1ccc(Cl)cc1NC(=O)CSc1n[nH]c(-c2cccc(Br)c2)n1	10
COc1ccc(OC)c(N(CC(=O)Nc2ccc3c(c2)OCO3)S(C)(=O)=O)c1	6
c1csc(-c2nc3ccccn3c2NCc2ccc3c(c2)OCO3)c1	10
COCCn1nnnc1C(c1cc2cc(C)cc(C)c2[nH]c1=O)N1CCc2ccccc2C1 (stereo unspecified)	11
COCCCNC(=S)N(CCO)Cc1cc2cc3c(cc2[nH]c1=O)OCO3	10
COc1ccc(CNC(=O)[C@@H]2CC=C[C@@H]3CCN(C4CC4)C(=O)[C@@H]32)cc1	4
O=C(O)[C@H](CCc1ccccc1)N1C(=O)c2ccccc2C1=O	16
COc1ccc(NC(=S)N(Cc2cccnc2)Cc2cc3cccc(C)c3[nH]c2=O)cc1	14
COc1cc(C(=O)Nc2ccc(NC(=O)c3ccccc3)nc2)cc(OC)c1OC	12
CCCc1nnc(NC(=O)COCC)s1	10
Cc1nn(C)c(C)c1NS(=O)(=O)c1ccc2c(c1)NC(=O)C(C)(C)O2	2
CCn1c(CNc2ccc(OC)cc2)nnc1SCCN1CCCCC1	13
Cc1ccc(Cl)cc1N1CC(O)=C(c2nc3ccccc3c(=O)[nH]2)C1=N	12
CCc1ccc2c(c1)cc(C)c1nnc(SCC(=O)NNC(=O)c3ccc(OC)cc3)n12	9
OC(Cc1cccnc1)(c1ccccc1)c1ccccc1	8
CCn1c(NCc2ccc(OC)cc2)nc2ccccc21	10
C=C(C)Cn1c(NN)nc2c1c(=O)n(C)c(=O)n2C	19
CCN1C(=O)C(c2ccc(F)cc2)C2(CCN(CC(=O)N3CCCCC3)CC2)C1=O (stereo unspecified)	5
COc1ccc(-c2ncc(CNC3(c4ccc(OC)cc4)CCCC3)cn2)cc1	9
COc1ccc(NC(=S)N(Cc2ccco2)Cc2cc3ccc(C)c(C)c3[nH]c2=O)cc1	10
Cc1cc2ccccc2n2c(=O)n(CC(=O)N(C)C)nc12	8

Brought forward from above: 6 compounds, followed by the next part.
SMILES	PGE2 EP2 inh
CCn1c(NCc2ccc(OC)cc2)nc2ccccc21	10
C=C(C)Cn1c(NN)nc2c1c(=O)n(C)c(=O)n2C	19
CCN1C(=O)C(c2ccc(F)cc2)C2(CCN(CC(=O)N3CCCCC3)CC2)C1=O (stereo unspecified)	5
COc1ccc(-c2ncc(CNC3(c4ccc(OC)cc4)CCCC3)cn2)cc1	9
COc1ccc(NC(=S)N(Cc2ccco2)Cc2cc3ccc(C)c(C)c3[nH]c2=O)cc1	10
Cc1cc2ccccc2n2c(=O)n(CC(=O)N(C)C)nc12	8
COc1ccc(C2=NOC(C)(c3nnc(-c4ccc(Cl)cc4)o3)C2)cc1 (stereo unspecified)	14
COc1cccc(C2C(C(C)=O)=C(O)C(=O)N2CC#N)c1 (stereo unspecified)	11
NC(=O)CSc1nnc2n(Cc3ccc(F)cc3)c3ccccc3n12	9
Cc1sc(C(=O)Nc2cccs2)c(C#N)c1C	14
Cc1cc(C)c2nc3sc(C(=O)N4CCc5ccccc54)c(N)c3cc2c1	11
Cc1sc2nc(C)n(C3CCN(CC(=O)N4CCCC4)CC3)c(=O)c2c1C	13
COC(=O)c1sc(NC(=O)c2cccc(Cl)c2Cl)c(C#N)c1C	13
CC(=O)O[C@]1(C)N=NC2(CCCCC2)O1	8
CCOc1ccc(C(=O)O)o1	8
CCn1ncc(CN(Cc2ccc3c(c2)OCO3)CC2CCCO2)c1C (stereo unspecified)	5

Two records drawn at random from the list so far:
SMILES	PGE2 EP2 inh
CCC(CC)C(=O)Nc1ccc(NC(=O)c2ccco2)cc1	5
CC(C)(C)c1ncc(C(=O)Nc2cccc(-c3csnn3)c2)cn1	35

Next part.
SMILES	PGE2 EP2 inh
COCCNC(=O)Cn1nc(C)n2c(cc3oc(C)cc32)c1=O	8
Cc1ccc(CN(C(=O)c2ccc(F)cc2)C2CC(C)(C)NC(C)(C)C2)o1	11
C=CCC(NCc1ccco1)c1ccccc1 (stereo unspecified)	6
CC(C)(C)C1=NN(CC(=O)NCc2ccccn2)C(=O)c2cc3ccccc3n2C1	4
O=C(CN1CCC(n2cnc3cccnc32)CC1)NCc1ccccc1F	7
COc1ccc(C(O)CN2CCC3(CC2)CC(O)c2ccc(OC)cc2O3)cc1 (stereo unspecified)	8
O=C(CSc1nnc2c(n1)[nH]c1ccc(F)cc12)Nc1ccccc1Oc1ccccc1	11
COCCCNC(=S)N(Cc1ccccc1)Cc1cc2cc(C)c(C)cc2[nH]c1=O	9
C=CCN1C(=O)C2C(C(=O)NC3CCCCC3C)C3(C)C=CC2(O3)C1C(=O)NC1CCCCC1 (stereo unspecified)	7
COc1ccc(C2=NN(C(=O)CCCC(=O)O)C(c3ccco3)C2)cc1OC (stereo unspecified)	7
CCN(CC)CCCn1c(SCC(=O)Nc2cccc(F)c2)nnc1-c1ccoc1C	10
C=CCc1cc(CN2CCC(NC(C)=O)(c3ccccc3F)CC2)cc(OC)c1O	8
CCc1ccc(-n2c(SCC(=O)N3CCCCC3)nnc2-c2cccnc2)cc1	15
CC(CN1CCN(C)CC1)OC(=O)COc1ccc(F)cc1 (stereo unspecified)	13
N#Cc1cc2cc3c(cc2nc1SCC(=O)Nc1ccccc1Br)OCCO3	16
Cc1nn(-c2ccccc2)c2[nH]c(=O)c(CNc3ccccc3F)cc12	16
COc1ccc(C2(C(=O)N3CCCC3c3nc(-c4cccnc4)n[nH]3)CCCC2)cc1 (stereo unspecified)	6
CC(=O)Nc1ccccc1-c1nnn(CC(=O)NC2CCCC2)n1	4
COC(=O)c1ccccc1S(=O)(=O)N(Cc1cc2cc(C)c(C)cc2[nH]c1=O)C1CCCCC1	9
COC(=O)CSc1n[nH]c(CNc2cccc(C)c2)n1	11
CC1(C(=O)Nc2cnn(Cc3ccc(F)cc3)c2)CC(c2ccccc2)=NO1 (stereo unspecified)	6
COc1ccccc1NC(=O)CSc1nnc(-c2cccnc2)n1-c1cc(C)cc(C)c1	12
COC(=O)CSc1nc2sc3c(c2c(=O)n1C)CCCC3	12
CC(C)(C)NC(=O)CN1C(=O)[C@@H]2CCCN2C(=O)c2ccccc21	2
O=C(COc1ccccc1)Nc1cccc(NC(=O)c2cccs2)c1	12
Cn1c(=O)[nH]c(=O)c2c1nc(N1CCN(CCO)CC1)n2Cc1cccc2ccccc12	12
CO[C@@]1(NC(=O)C(C(=O)O)c2ccc(O)cc2)C(=O)N2C(C(=O)O)=C(CSc3nnnn3C)CO[C@@H]21 (stereo partly specified)	10
CCCC(=O)Nc1ncnc2c1ncn2C1O[C@@H]2COP(=O)(O)O[C@H]2[C@H]1OC(=O)CCC (stereo partly specified)	5
CC(C)NC(=O)C1CCN(S(C)(=O)=O)CC1	9
Cc1cc(C)c2[nH]c(=O)c(CN(CCN(C)C)C(=S)Nc3ccc(F)cc3)cc2c1	10
COCCN1C(=O)C(=O)/C(=C(\O)c2ccc(Cl)cc2)C1c1ccc(O)c(OC)c1 (stereo unspecified)	7
COc1ccccc1NC(=O)C1=C(C)Nc2ncnn2C1c1ccc(OC(C)C)c(OC)c1 (stereo unspecified)	8
CCC(C)(C)n1nnnc1C(c1cccc(OC)c1OC)N1CCN(c2cc(Cl)ccc2C)CC1 (stereo unspecified)	6
CN1CCC23c4ccccc4NC1C21CCN(C)C3Nc2ccccc21	18
Cc1ccccc1OCCn1cc(/C=C2/SC(=S)NC2=O)c2ccccc21	11
CCOCCCNC(=S)N(Cc1cc2cc(CC)ccc2[nH]c1=O)C1CCCCC1	11
CC1(OC(=O)c2cccs2)C(=O)C=C2C=C(C3CC3)OC=C2C1=O (stereo unspecified)	15
Cc1cccc(Nc2nc(OCC#N)nc(N(C)C)n2)c1	12
CCOc1ccc2[nH]c(=O)c(C(c3nnnn3C3CCCC3)N3CCCc4ccccc43)cc2c1 (stereo unspecified)	10
COc1ccc(CCNC(=O)CSc2nc(C3CC3)nc3ccccc23)cc1OC	10

A second format for part of the listing above:
Structure | PGE2 EP2 inh
Cc1ccccc1OCCn1cc(/C=C2/SC(=S)NC2=O)c2ccccc21 | 11
CCOCCCNC(=S)N(Cc1cc2cc(CC)ccc2[nH]c1=O)C1CCCCC1 | 11

Other structures:
SMILES	PGE2 EP2 inh
COCCOc1nc2c(c(=O)n(C)c(=O)n2C)n1C(C)c1ccccc1 (stereo unspecified)	14
CCn1c(SCC(=O)Nc2nccs2)nc2c1c(=O)n(C)c(=O)n2C	8
CN(CCOc1ccccc1)C(=O)c1cc(-c2ccccn2)n[nH]1	13
CCc1ccc2[nH]c(=O)c(CN(Cc3ccco3)Cc3nnnn3Cc3ccco3)cc2c1	14
O=c1c(O)c(-c2ccc(O)c(O)c2)oc2cc(O)ccc12	12
O=C(CSc1nc(-c2ccccc2)cc(C(F)(F)F)n1)Nc1ccc2c(c1)OCO2	10
COc1ccc(S(=O)(=O)N2CCSC2c2ccco2)cc1 (stereo unspecified)	9
CCN(Cc1cc2cc(C)ccc2[nH]c1=O)C(=O)COc1ccccc1	6
Cc1cc(NC(=O)Cc2ccccc2)ccc1NC(=O)c1ccco1	7
CCOC(=O)Cn1cc(CN2CCc3c(nc(C)[nH]c3=O)C2)c2ccccc21	3

Sorted by molecular weight (ascending): 5 of the compounds above.
SMILES	PGE2 EP2 inh
CCOc1ccc(C(=O)O)o1	8
Cc1ccccc1NC(=S)NC(=O)/C=C/c1cccs1	17
COCCCNC(=S)N(Cc1ccccc1)Cc1cc2cc(C)c(C)cc2[nH]c1=O	9
CCN(CC)CCCn1c(SCC(=O)Nc2cccc(F)c2)nnc1-c1ccoc1C	10
CCc1ccc2c(c1)cc(C)c1nnc(SCC(=O)NNC(=O)c3ccc(OC)cc3)n12	9

The listing continues:
SMILES	PGE2 EP2 inh
CCOc1ccc2[nH]c(=O)c(CN(Cc3ccc4c(c3)OCO4)C(=O)Nc3ccc(C)cc3)cc2c1	10
C[C@@H](Cn1nnc2ccccc21)NC(=O)Cn1cnc2ccccc2c1=O	10
COc1cc2cc(C)c(SCC(=O)N3c4ccccc4CC3C)nc2cc1OC (stereo unspecified)	4
CCOC(=O)c1cc2c(=O)n3cccc(C)c3nc2n(C(C)C)c1=N	12
CCC(C)NC(=O)CSc1nc(-c2ccc(OC)c(OC)c2)cc(C(F)(F)F)n1 (stereo unspecified)	15
NC(=O)CSc1nc2cc(Cl)ccc2s1	13
CC1CN(CCC(=O)Nc2ccc(F)c(F)c2)CC(C)O1 (stereo unspecified)	15
CCC(CC)c1nnc(NC(=O)c2c(OC)cccc2OC)s1	11
COc1cc(NC(=O)CSc2nnnn2C)cc(OC)c1	11
Cc1cc2cc3c(cc2nc1SCC(=O)Nc1cccc(C)c1C)OCO3	15
Cc1ccc(-c2ccc3c(c2)S(=O)(=O)c2ccccc2C3=O)cc1	16
CCOC(=O)C1Nc2ccccc2C2c3ccccc3CC12 (stereo unspecified)	13
CCOc1cccc(OCC)c1NC(=O)CSc1nc2ccccc2c(=O)n1C	4
Cc1ccc(C(=O)Cn2c3ccccc3n3nc(C)nc23)cc1	11

Assay outcomes deposited in PubChem by Emory University Molecular Libraries Screening Center.

Only part of the results is shown, so the mix of outcomes need not match the whole.
